Screens: PubChem BioAssay, Broad Institute
Casp6 inh: human caspase-6 inhibitors, primary screen, biochemical, VEID-R110 fluorescence, single point, set 2. purified caspase-6, Z-VEID-R110 cleavage fluorescence. hit rate 0.53% among 350,000. inhibition, % at 12.5 µM. P55212;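 active = mean inhibition across replicates at least about 35%, with every replicate also reaching that limit, limit read from the data; inconclusive = only one of the two criteria met; inactive = neither criterion met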;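 note: 0% = median of neutral control wells and 100% = no fluorescence left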
Target sequence (P55212 24-179 limits assumed): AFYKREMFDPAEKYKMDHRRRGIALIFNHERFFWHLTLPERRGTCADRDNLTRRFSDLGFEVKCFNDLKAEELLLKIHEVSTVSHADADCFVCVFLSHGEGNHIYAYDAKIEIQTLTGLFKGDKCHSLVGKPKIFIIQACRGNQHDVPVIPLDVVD
Target sequence (P55212 194-293 limits assumed): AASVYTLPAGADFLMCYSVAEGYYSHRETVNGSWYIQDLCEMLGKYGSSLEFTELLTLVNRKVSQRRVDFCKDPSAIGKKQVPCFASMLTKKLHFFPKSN
EWS-Fli inh: EWS/Fli-driven NR0B1 reporter inhibitors, primary screen, A673 cells, NR0B1 luciferase, luminescence, MLPCN library; viability-normalised; inhibition, % at 12.6 µM; hit rate 0.67% among 350,000;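 active = mean inhibition of at least 50% after viability correction, with every replicate also passing that limit; inconclusive = mean reaches 50% but only one of two replicates passes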;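 note: firefly luciferase signal divided by Alamar Blue viability fluorescence both relative to DMSO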
PAX8 reporter: inhibitors of PAX8-driven TPO luciferase reporter, primary screen, RMG-I cells, single concentration. SteadyGlo, 24 h. inhibition, % at 12.6 µM. hit rate 1.2% among 360,000. AID 652154, 2013;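 active = mean replicate inhibition at least 60% with every replicate also reaching 60%; inconclusive = only one of the two criteria is met; inactive = mean below 60% and not all replicates reaching 60%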;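 note: luciferase light reporting Pax8 driven TPO promoter activity; plate controls were median of neutral control wells for no effect and mitoxantrone controls for full effect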
DENV2 CPE: inhibitors of DENV2 cytopathic effect, primary screen, cell-based, plate reader, single concentration. CPE inhibition, % at 9.99 µM. hit rate 1.7% among 350,000. DENV2-infected cells, cytopathic effect rescue; in the data active = CPE inhibition above about 20%, passing the limit was not always enough; inconclusive = no clear call, values can overlap the other calls; tested in BHK-21 cells;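 note: 0% = median of neutral control wells and 100% = median of positive control wells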
LGR2 inh: inhibitors of bursicon-induced LGR2 CRE-luciferase signal, primary screen, cell-based, HEK293, CRE-luciferase reporter, bursicon stimulation | hit rate 0.35% among 380,000 | inhibition, % at 9.99 µM | bursicon-stimulated, 4 h;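 active = drop in luminescence signal, shown as inhibition above about 50% in the replicate tests, limit read from the data, passing the limit was not always enough; inconclusive = probably only some replicates passing the limit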;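 note: agonist challenge used bursicon conditioned medium at about half maximal strength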
SIRT5 inh: SIRT5 desuccinylase inhibitors, primary screen, biochemical, fluorescence imaging, single point, set 5; AID 652115, 2013; inhibition, % at 15 µM; Purified SirT5, succinyl-peptide AMC, trypsin-coupled fluorescence; NAD-dependent protein deacylase sirtuin-5, mitochondrial (Homo sapiens), Q9NXA8; hit rate 1.1% among 330,000; in the data active = inhibition above about 15%; inconclusive = no clear call, values can overlap the other calls
Target sequence (Q9NXA8 whole entry, looked up): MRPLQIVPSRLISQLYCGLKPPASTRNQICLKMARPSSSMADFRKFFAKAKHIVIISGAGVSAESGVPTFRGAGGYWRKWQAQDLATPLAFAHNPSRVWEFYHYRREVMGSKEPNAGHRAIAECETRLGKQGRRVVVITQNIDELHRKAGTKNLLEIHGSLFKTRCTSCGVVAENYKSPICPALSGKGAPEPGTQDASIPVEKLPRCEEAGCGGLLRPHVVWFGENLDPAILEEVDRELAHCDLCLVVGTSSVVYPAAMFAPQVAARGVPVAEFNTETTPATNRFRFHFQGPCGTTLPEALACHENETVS
ARNT TACC3 PPI: disruptors of ARNT/TACC3 protein interaction, primary screen, biochemical, AlphaScreen, single concentration; Transforming acidic coiled-coil-containing protein 3 (Homo sapiens), Q9Y6A5; AlphaScreen His-ARNT PAS-B/GST-TACC3 binding, luminescence; TACC3 fragment carries E629A point mutation; inhibition, % at 9.99 µM; hit rate 0.66% among 390,000; AID 623870, 2012;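 active = mean inhibition of replicates at least 50% and at least half of replicates each reaching 50%; inconclusive = half or more replicates reach 50% but mean below 50%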;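 note: 0% = complete ARNT plus TACC3 wells and 100% = ARNT alone without TACC3; many hits fall short of the cut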
* hit, by the source's call; ? = inconclusive; / = no result given; & = joins results of further samples.

Each structure is followed by: Casp6 inh, EWS-Fli inh, PAX8 reporter, DENV2 CPE, LGR2 inh, SIRT5 inh, ARNT TACC3 PPI
COc1ccc(CC(=O)Nc2ccc(F)c(F)c2F)cc1S(=O)(=O)N1CCOCC1
 : 3, 1, 6, 0, -23, 6, -9
O=C(Nc1ccc(F)cc1)Nc1ccc2c(c1)[C@H]1C[C@@H](CC(=O)N3CCOCC3)O[C@H](CO)[C@H]1O2
 : -2, -4, -8, 5, -2, 1, -1
O=C(COC(=O)c1cnccn1)NC(=O)c1ccccc1
 : 6, -3, -14, -3, -10, -2, -1
CCC(=O)Nc1ccc2c(c1)C(=O)N(C)[C@H]1CC[C@@H](CC(=O)N[C@H](C)c3ccccc3)O[C@@H]1CO2
 : 1, 7, 6, -2, 3, 0, -4
CCOc1cc(/C=C(\C#N)C(=O)Nc2ccccn2)ccc1O
 : /, 8, -7, -2, -7, 2, 3
Cc1ccc2c(c1)C1C=CCC1C(C(=O)NCCCN1CCOCC1)N2 (stereo not given)
 : /, -9, 17, /, -3, /, 26
CCCNC(=O)Nc1ccc2c(c1)C(=O)N(C)[C@H]1CC[C@H](CC(=O)Nc3ccccc3F)O[C@@H]1CO2
 : 2, 9, 3, -7, -11, -8, -6
COc1ccc(-c2nnn(CC(=O)N(CCCN3CCOCC3)C(C(=O)NC3CCCC3)c3ccco3)n2)cc1 (stereo not given)
 : 4, 3, 6, 0, -1, 1, -2
COc1ccc(NC2CCCN(C(=O)c3ccc4[nH]c(C)c(C)c4c3)C2)cc1OC (stereo not given)
 : 11, /, -5, -2, -12, -2, 12
Cc1ccc(NC(=O)NN2CCN(C)CC2)cc1C
 : 4, 2, 1, -4, -3, -3, -2
COC(=O)C1CCN(C(=O)COC(=O)c2oc3ccc(OC)cc3c2C)CC1
 : 1, -2, -5, -2, -2, -12, /
O=C(C[C@H]1C=C[C@@H](NC(=O)c2ccncc2)[C@H](CO)O1)Nc1ccccc1
 : 17, -1, /, -7, 21, -1, /
O=C(C[C@H]1C=C[C@@H](NC(=O)Nc2cc(F)ccc2F)[C@@H](CO)O1)Nc1ccc(-c2ccccc2)cc1
 : 2, 8, -4, -8, -11, 8, /
COc1ccccc1NC(=O)CSc1n[nH]c(-c2cccnc2)n1
 : -5, 3, -10, -5, 13, 10, 8
Cc1ccc(S(=O)(=O)N(C)C[C@H]2Oc3ccc(NC(=O)CCN4CCOCC4)cc3CC(=O)N([C@H](C)CO)C[C@H]2C)cc1
 : -2, 7, 4, 0, -18, -3, -1
C[C@H](CO)N1C[C@H](C)[C@H](CN(C)S(=O)(=O)c2ccc(Cl)cc2)OCCCC[C@H](C)Oc2ccc(NC(=O)Nc3ccccc3)cc2C1=O
 : -3, -2, 65*, -2, 9, -1, 0
O=C(Nc1ccc(Cl)cc1)c1ccco1
 : -4, -82, -136, 1, -68, -2, -10
O=C1CN(C(=O)COC(=O)[C@@H]2CCCN2S(=O)(=O)c2ccc(Cl)cc2)c2ccccc2N1
 : -1, 0, -15, -6, 2, /, -21
O=C(CNC(=O)N1CC(=O)Nc2ccccc21)NCCc1c[nH]c2ccccc12
 : 4, 8, /, -8, -13, -1, -2
O=C(Nc1ccc(C(F)(F)F)cc1)Nc1ccc2c(c1)[C@@H]1C[C@@H](CC(=O)N3CCc4ccccc4C3)O[C@H](CO)[C@@H]1O2
 : 1, 0, 76*, 8, 4, 1, -7
O=S(=O)(c1ccc2c(c1)CCCN2)N1CCCCC1
 : -1, 4, -4, -8, -20, -3, 1
C[C@H]1CN([C@@H](C)CO)C(=O)c2cc(NS(C)(=O)=O)ccc2O[C@H]1CN(C)Cc1ccncc1
 : -3, -1, -3, -1, 15, -6, 5
Cn1cnc(S(=O)(=O)N2C[C@H](O)COC[C@H]3O[C@H](CC(=O)NCc4ccc(F)cc4)CC[C@@H]32)c1
 : -1, 1, -4, -10, -10, 0, 6
O=C1NC(Cc2ccc(O)cc2)c2nc3ccc(Br)cc3c(=O)n2-c2ccc(Cl)cc21 (stereo not given)
 : 1, 11, -4, 5, /, /, /
CCS(=O)(=O)C1=NN2C(=N)/C(=C\c3ccc(OCCOc4cccc(OC)c4)c(OC)c3)C(=O)N=C2S1
 : 45*, -34, -29, -2, -1, 18*, 1
CCOC(=O)CCCCC(=O)c1[nH]c(=O)[nH]c1Cn1cnc2ccccc21
 : /, 1, /, -3, -2, 1, -3
CCC(=O)N[C@@H]1CC[C@H](CC(=O)NCc2ccc(OC)cc2)O[C@H]1CO
 : -3, -9, -4, 2, -34, 2, 12
CC(=O)O[C@@H]1C[C@H]2C(C)(C)C(=O)C=C[C@]2(C)[C@H]2CC[C@@]3(C)[C@H](c4ccoc4)OC(=O)[C@H]4O[C@]43[C@@]21C
 : -1, 13, 75*, -1, 47, /, -2
O=C(NCC1CCCO1)c1cccnc1NCc1ccc(F)cc1 (stereo not given)
 : 4, -1, 10, -4, 1, -4, -1
CNC(=O)/C(C#N)=C\c1ccc(CNS(=O)(=O)c2ccccc2)o1
 : /, /, 4, /, 8, /, 3
O=C(Nc1ccccc1)N1C[C@@H]2N[C@H](C1)[C@@H]2c1ccc(/C=C/c2ccccc2)cc1
 : 0, -1, 113*, -2, -5, 1, /
CC1CC(C)CN(C(=O)COC(=O)c2ccc3c(c2)C(=O)N(Cc2ccco2)C3=O)C1 (stereo not given)
 : 31, 0, -4, -8, 12, -1, -2
Cc1ccc(S(=O)(=O)N2CCOC2CNC(=O)C(=O)NCCc2ccccc2)cc1 (stereo not given)
 : 4, 2, 0, 6, 3, -2, -1
COc1ccc(S(=O)(=O)N(C)C[C@H]2Oc3ccc(NC(=O)NC4CCCCC4)cc3C(=O)N([C@@H](C)CO)C[C@H]2C)cc1
 : -2, -4, /, 10, -1, 1, 0
CC(=O)c1ccc(OCc2cc(C(=O)N3CC4C[C@@H]5CC3C[C@H](C4)C5)no2)cc1
 : 2, -102, -131, -8, -51, -1, -7
COc1ccc(NC(=O)N(C)C[C@@H]2Oc3c(NC(=O)c4ccncc4)cccc3C(=O)N([C@H](C)CO)C[C@H]2C)cc1
 : 3, -13, -10, -10, 0, -2, 14
Cc1ccc(C(=O)OCC(=O)c2ccccc2)cc1
 : 6, -26, -260, 0, -5, -6, -14
Cc1nn(-c2ccccc2)c(N)c1C(O)(C(F)(F)F)C(F)(F)F
 : /, /, 4, /, -2, /, -22
CCc1ccc(-c2nc(NC(=S)NC(=O)c3cccs3)sc2C)cc1
 : 12, -14, /, -3, -2, -3, -5
Cc1ccc(S(=O)(=O)N2CCN(C(=O)COC(=O)c3ccc(Br)o3)CC2)c(C)c1
 : 4, -2, 1, 18, 25, 3, 0
CCC[C@@H](CN1CCC[C@H]1CN1C(N)=NC[C@H]1C(C)C)N1C[C@@H]([C@H](C)CC)N(CCCC2CCCC2)C1=N
 : -15, 5, 12, 2, 0, -5, 4
C=CC[C@@H](CC(=O)N(CCO)Cc1ccccc1)C(=O)N[C@H](C)COC(=O)[C@@H](CC=C)Cc1ccc(F)cc1
 : 6, 10, 19, /, 17, -3, 27
COc1ccc(Cc2nnc(NC(=O)c3cccc(C)c3)s2)cc1
 : -6, 6, 6, 4, /, -4, -11
Cc1ccc(S(=O)(=O)N(C)C[C@H]2Oc3ccc(NC(=O)Nc4c(C)noc4C)cc3CC(=O)N([C@@H](C)CO)C[C@@H]2C)cc1
 : -2, 0, -6, /, 0&-45, /, 5
CN1CCc2c(sc(/N=C/c3c[nH]c4ccccc34)c2C#N)C1
 : -53, -87, -48, 1, 13, -15, /
Cc1ccccc1N(C(=O)Cn1nnc(-c2ccc(F)cc2)n1)C(C(=O)NC(C)(C)C)c1ccncc1 (stereo not given)
 : 1, 4, 2, -5, 5, 0, /
CC(C)NC(=O)N(C)C[C@@H]1OCCCC[C@@H](C)Oc2ccc(NC(=O)c3ccncc3)cc2C(=O)N([C@@H](C)CO)C[C@H]1C
 : -2, -8, -6, ?, -13, -4, 6
Cc1sc2nc(CN3CCCC3)nc(N3CCN(S(=O)(=O)c4ccccc4)CC3)c2c1C
 : -4, 13, 3, 0, -5, -3, 5
CCCNC(=O)c1ccc(N2CCC3(CC2)CC(c2cccc(Br)c2)=NO3)c(NC(=O)c2ccc(Br)cc2)c1
 : 1, 12, 22, /, -22, /, -9
CSc1ncc(Cl)c(C(=O)Nc2cccc(C)c2)n1
 : /, /, -14, /, 2, /, 9
C[C@H](CO)N1C[C@H](C)[C@@H](CN(C)C(=O)Nc2cccc3ccccc23)Oc2ccc(NC(=O)Cc3cn(C)c4ccccc34)cc2C1=O
 : 1, 7, /, 16, 7, -6, -2
CCn1cc(C(=O)NCC(OC)OC)c(=O)c2cc(S(=O)(=O)N3CCOCC3)ccc21
 : /, 5, 8, ?, 2, 9, -3
O=C(NCc1ccccc1)C(c1ccccc1F)n1c(=O)c(-c2ccco2)nc2ccccc21 (stereo not given)
 : 0, -14, -4, 9, 3, 2, /
CCO[C@@H]1OC(C(=O)NCc2ccccc2)=C[C@H](C(C)(C)C)[C@H]1CCCO
 : -1&2, -3&-8, 5&15, -8&-8, -17, -1, -9&-2
Nc1nnc(SCC(=O)OCC(=O)NC23CC4CC(CC(C4)C2)C3)s1
 : 6, -3, 6, /, 14, 3, -3
CCCOc1ccc(-c2nn(-c3ccccc3)cc2/C=C2\SC(N)=NC2=O)cc1C
 : 0, -2, -2, 12, -4, -1, /
NNC(=O)c1cc(NS(=O)(=O)c2cccs2)cc(NS(=O)(=O)c2cccs2)c1
 : 0, 10, 6, -3, 25, 2, -5
CN(C)S(=O)(=O)c1cccc(C(=O)NCCCn2ccnc2)c1
 : -3, -5, -3, 3, -2, -2, 1
Cc1ccc(O)c(Nc2ncnc3ccc([N+](=O)[O-])cc23)c1
 : 2, 8, -22, -3, 9, -2, 7
Cn1c(SCC(=O)N2CCOCC2)nc2c(c1=O)SCC2
 : -4, /, /, 1, 0, -1, 2

Next section:
Each structure is followed by: Casp6 inh, EWS-Fli inh, PAX8 reporter, DENV2 CPE, LGR2 inh, SIRT5 inh, ARNT TACC3 PPI
CN1CCN(C(=O)C[C@@H]2C[C@H]3c4cc(NC(=O)CC5CC5)ccc4O[C@H]3[C@H](CO)O2)CC1
 : 0, -3, /, -2, -8, 4, -20
Cc1ccc(S(=O)(=O)Nc2ccc3c(c2)CC(=O)N([C@@H](C)CO)C[C@H](C)[C@H](CN(C)Cc2ccc(Cl)c(Cl)c2)O3)cc1
 : -2, 69*, 6, -12, 30, -7, -1
Cc1noc(C)c1NC(=O)N[C@H]1C=C[C@@H](CC(=O)NCCCN(C)C)O[C@H]1CO
 : 2, /, /, 11, 8, 8, -3
CCc1ccccc1NC(=O)CN(C)C(=O)CSc1nnc(Nc2ccc(C)cc2)s1
 : -2, -9, 26, ?, 5, -2, -3

Outcome played no part in choosing rows. About 4.9% of those tested had a hit in this group.
